Screening results: PubChem BioAssay, Southern Research Specialized Biocontainment Screening Center
M. tuberculosis = growth inhibition of non-replicating M. tuberculosis (AID 488890) | Mycobacterium tuberculosis non-replicating, growth inhibition; higher % means a stronger effect | inhibition, % at 25 µM, or IC50 in µM where a hit was titrated | 0.39% of 320,000 active; in the data active = a potency from the dose series; inconclusive = inhibition mostly from about 82% at the one dose, without a potency; inactive = the rest, 99 in 100 with inhibition below about 76%;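 note: plate controls were DMSO cells for no effect and high antibiotic wells for full effect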
VEEV TC-83 Vero = inhibitors of VEEV TC-83 cytopathic effect, confirmation, Vero cells (AID 588727); Vero cells, VEEV TC-83 cytopathic effect inhibition; higher % means a stronger effect; inhibition, % at 20 µM; hits with a dose series show IC50 in µM; 0.13% of 350,000 active; in the data active = a potency from the dose series; inconclusive = inhibition mostly from about 14% at the one dose, without a potency; inactive = the rest, 99 in 100 with inhibition below about 12%; note: strong numbers were not always called active
influenza NS1A = H1N1 influenza NS1A inhibitors, functional cell based assay (AID 504329); 0.3% of 340,000 active; NS1A functional cell-based assay, percent inhibition; higher % means a stronger effect; one-dose inhibition, % at 12.5 µM; IC50 in µM for titrated hits; in the data active = a potency from the dose series; inconclusive = inhibition above about 27% without an active follow-up result; note: strong numbers were not always called active
M. tuberculosis HTS = M. tuberculosis growth inhibition, HTS (AID 449762); 0.59% of 330,000 active; M. tuberculosis H37Rv growth inhibition, 7H9 media; higher % means a stronger effect; inhibition, % at 25 µM, or IC50 in µM where a hit was titrated; in the data active = a potency from the dose series; inconclusive = inhibition above about 70% without an active follow-up result;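 note: bacterial growth assessed after seven days of incubation; strong numbers were not always called active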
Salmonella PhoP GFP = PhoP regulon inhibitors, Salmonella typhi PhoP promoter GFP reporter, confirmatory (AID 1850) | Salmonella Typhi PhoP-promoter GFP reporter, fluorescence, 4 h; higher % means a stronger effect | 0.33% of 310,000 active | inhibition, % at 50 µM; hits with a dose series show IC50 in µM; in the data active = a potency from the dose series; inconclusive = inhibition mostly from about 25% at the one dose, without a potency; inactive = the rest, 99 in 100 with inhibition below about 19%;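 note: 0% = induced wells with vehicle and 100% = uninduced wells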
VEEV TC-83 Vero 10K pilot screen = second read-out of VEEV TC-83 Vero, no call of its own (marks repeat the call); inhibition, %; measured here: 10K pilot screen inhibition
Starred values were filed as active, the others as inactive; i = inactive; ? = inconclusive; . = not tested or not shown.

SMILES | M. tuberculosis | VEEV TC-83 Vero | influenza NS1A | M. tuberculosis HTS | Salmonella PhoP GFP | others
CCNC(=O)C(=O)NCC1OCCCN1S(=O)(=O)c1ccc(F)cc1C (configuration not stated) | 9% | 0.5% | 7% | -8% | 4%
COCCn1c(=O)[nH]c2cc(C(=O)NCCc3ccc(OC)c(OC)c3)ccc2c1=O | -7% | 8.0% | 7% | 6% | 12%
COc1ccc2oc(C)c(C(=O)Cn3ccnc3)c2c1 | 17% | 1.4% | -10% | 0% | -12%
CC(C)c1cc2c(c(O)c1O)[C@@]13CCCC(C)(C)C1CC2OC3=O (some centres not stated) | 47% | i | 4% | -11% | 4%
CCn1cc(C(=O)O)c(=O)c2cc(F)c(N3CCN(C(=S)NC(=O)c4ccc(F)cc4)CC3)cc21 | ? | 39% | -9% | 0% | 10%
O=C(O)C1CCN(C(=O)c2cccc3ccccc23)CC1 | -1% | 0.2% | 9% | -2% | 12%
CCOC(=O)c1c(NC(=O)c2ccco2)sc(C(=O)N2CCCC2)c1C | 1% | 7.6% | -4% | 8% | -7%
COc1ccccc1CCNC(=O)c1ccccc1SCC(=O)N1CCCC1 | 23% | 0.4% | -5% | -4% | .
COCCn1c(=NC(=O)CSC(C)=O)sc2cc(F)ccc21 | ? | 1.1% | -3% | 1% | 15%
CCC(NC(=O)NCc1ccccc1)(C(F)(F)F)C(F)(F)F | 1% | 0.2% | 1% | 3% | 4%
Cn1c(N)c(C(=O)COC(=O)C2CCCN2C(=O)c2cccs2)c(=O)n(C)c1=O (configuration not stated) | -10% | 1.2% | -3% | -1% | 8%
O=C(O)c1cc(-c2ccc(N3CCOCC3)cc2)nn1-c1ccc(F)cc1 | 7% | 0.2% | -4% | 12% | 3%
COc1cc(C(C(=O)NCC2CCCO2)N(C(=O)Cn2nnc3ccccc32)c2ccc(OC)c(OC)c2)ccc1O (configuration not stated) | -2% | 2.1% | 7% | 2% | -7%
Cc1ccc(C(C(=O)NC2CCCC2)N(Cc2cccs2)C(=O)CNC(=O)c2cccs2)o1 (configuration not stated) | 32% | 7.0% | 0% | 2% | 7%
Cn1c(SCC(=O)c2ccc3c(c2)OCCO3)nnc1C(F)(F)F | -6% | 1.0% | -1% | -6% | 3%
CC(=O)OCCCNc1cc(Sc2ccc(C)cc2)c2nonc2c1[N+](=O)[O-] | 57% | 1.7% | 6% | 10% | -4%
CN(NC(=O)c1ccc(Cl)cc1)c1cccc(Cl)n1 | 14% | 0.9% | 2% | 15% | 1%
CCOc1ccc(CNC(=O)NS(=O)(=O)c2ccc(OC)cc2)cc1 | 6% | 4.9% | -21% | -1% | -7% | VEEV TC-83 Vero 10K pilot screen=0.1
Cn1nnnc1SCC(=O)Nc1ccc2c(c1)OCO2 | 12% | 0.5% | -6% | -3% | -17%
O=C(O)C1CSC(c2ccccc2)N1C(=O)c1ccco1 (configuration not stated) | -2% | i | 18% | 29% | -8%
COc1ccccc1C1CCN(C(=O)c2ccc(Cl)cc2)CC1 | 39% | i | -5% | 15% | -10%
Cc1ccc(N/N=C2/CCCNC2=O)cc1 | 16% | 1.2% | -6% | ? | -5%
COc1cc(/C=C(/NC(=O)c2ccc(Cl)cc2Cl)C(=O)O)cc(OC)c1OC | 0% | 0.8% | -1% | -8% | 4%
Cn1c(=O)c2sccc2n(Cc2cccc(Br)c2)c1=O | 12% | i | 9% | 1% | 8%
CC(=O)c1ccc(NC(=S)NCc2ccc(Cl)cc2Cl)cc1 | 44% | 2.5% | -3% | 3% | -7%
COc1ccc(CCn2c(C)cc3c(c2=O)C(c2ccc4c(c2)OCO4)C(C#N)=C(N)O3)cc1OC (configuration not stated) | 9% | 9.2% | -15% | 4% | -4%
CC1CCN(C(=O)CCCC(=O)N2CCC(C)CC2)CC1 | 3% | i | -10% | -3% | -9%
Cc1ccc(S(=O)(=O)N2CCN(C(=O)c3cc(S(=O)(=O)N4CCOCC4)ccc3Cl)CC2)c(C)c1 | . | 5.6% | -12% | . | .
Cc1ccccc1Cn1c(=O)c2c(nc3n2CCCN3Cc2ccccc2)n(C)c1=O | 16% | 4.6% | 1% | 2% | 14%
Cc1csc(NC(=O)CSc2ncnc3ccccc23)n1 | 21% | 7.8% | -8% | 7% | -5%
O=C(CCC(=O)N1CCN(c2ccccn2)CC1)Nc1nnc(C(F)(F)F)s1 | 13% | 2.6% | 0% | 5% | -1%
CN1c2ccccc2C(C)(C)C12CC(CCl)=NO2 (configuration not stated) | 5% | 6.9% | -9% | 3% | -6%
Cc1cccc(C(=O)NCC(=O)NCC2COc3ccccc3O2)c1 (configuration not stated) | -7% | 4.9% | -9% | -2% | 6%
CC1(C)Cc2c(c(=S)nc(-c3ccccc3)n2CCCN2CCOCC2)CO1 | -16% | 0.7% | 4% | 2% | -4% | VEEV TC-83 Vero 10K pilot screen=0.8
CN1CCN(C2=Cc3ccccc3Sc3cc(F)ccc32)CC1 | 69% | i | 7% | -13% | 67µM*
Cc1cc(C(=O)COc2cccc3cccnc23)c(C)n1C | 5.1µM* | i | 18% | -1% | -31%
CCC(=O)Nc1ccc(-c2nnc(SCC(=O)N3CCCCC3)n2C)cc1 | -9% | 6.4% | 1% | -6% | -5%
CC(=O)C1=C(C)NC(=O)NC1c1ccc(Cl)cc1 (configuration not stated) | -14% | i | -1% | 5% | -3%
COc1ccccc1Oc1ccc(N/C=C/C(=O)C(C)(C)C)cc1 | -9% | 1.2% | 2% | 5% | -3%
COc1ccc(N(Cc2cc3ccc(C)cc3[nH]c2=O)C(C)=O)cc1 | -3% | 7.2% | 30% | -9% | 0%

Among those listed so far, 4 have a furan ring, fused or not.
SMILES | M. tuberculosis | VEEV TC-83 Vero | influenza NS1A | M. tuberculosis HTS | Salmonella PhoP GFP | others
COc1ccc2oc(C)c(C(=O)Cn3ccnc3)c2c1 | 17% | 1.4% | -10% | 0% | -12%
CCOC(=O)c1c(NC(=O)c2ccco2)sc(C(=O)N2CCCC2)c1C | 1% | 7.6% | -4% | 8% | -7%
Cc1ccc(C(C(=O)NC2CCCC2)N(Cc2cccs2)C(=O)CNC(=O)c2cccs2)o1 (configuration not stated) | 32% | 7.0% | 0% | 2% | 7%
O=C(O)C1CSC(c2ccccc2)N1C(=O)c1ccco1 (configuration not stated) | -2% | i | 18% | 29% | -8%

The listing continues:
SMILES | M. tuberculosis | VEEV TC-83 Vero | influenza NS1A | M. tuberculosis HTS | Salmonella PhoP GFP | others
O=C(CCC1N=C2c3ccccc3N=C(SCc3ccc(Cl)cc3)N2C1=O)NCc1ccco1 (configuration not stated) | 21% | 7.1% | 7% | ? | -4%
COC(=O)C1=C(C)N(c2ccc(Cl)c(Cl)c2)C(=O)C1 | 46% | 5.9% | 1% | 67% | 1%
CC(C)c1nnc(NC(=O)CSc2ncn[nH]2)s1 | 8% | 7.7% | 11% | -1% | -3%
COc1ccccc1NC(=S)NCCSc1ccc(Cl)cc1 | ? | 1.0% | 2% | 14% | -1%
Cc1ccc2nc3c(cc(C(=O)NC4CCCC4)c(=N)n3CCCn3ccnc3)c(=O)n2c1 | 2% | . | . | 1% | 8%
Cc1c(C(=O)OCC(=O)N(C)C2CCS(=O)(=O)C2)oc2ccc(Br)cc12 (configuration not stated) | -8% | 2.0% | -6% | -4% | 13%
CCOc1cc(N2CCOCC2)c(OCC)cc1NC(=O)c1ccc(C)cc1 | 28% | i | 12% | -2% | 6%
Cn1cccc1/C=C1/SC(=O)N(CC(=O)N2CCCC2)C1=O | 3% | 2.7% | 7% | -4% | -1%
CCC1(C)Cc2nc3sc(C(=O)O)c(N)c3cc2CO1 (configuration not stated) | 8% | 7.3% | -6% | -11% | 5%
COc1ccc(CN(C)CC(=O)NC(=O)NCc2ccccc2)cc1OC | -2% | i | -4% | 2% | -11%
CCn1c(SCC(=O)C(C)(C)C)nnc1-c1ccccc1OC | 26% | 0.1% | 1% | 4% | -9%
CCc1ccc[n+](-c2nc([O-])sc2C=O)c1 | -2% | 0.7% | -17% | -2% | -5%
O=C(O)Cc1ccc(NC(=O)Nc2cccc3ccccc23)cc1 | -11% | 2.1% | 0% | -4% | -2%
CCOC(=O)c1oc2ccccc2c1NC(=O)CCl | 74% | ? | -26% | ? | 6%
CC1SC(=NC(=O)C(C)N2C(=O)c3ccccc3C2=O)NC1=O (configuration not stated) | -2% | i | -17% | 3% | -7%
CC(C)(C)c1ccc(CSc2nc(N)cc(=O)[nH]2)cc1 | 32% | i | -8% | 7% | -1%
O=C(CCN1CCN(c2ccccc2F)CC1)Nc1cccc(F)c1 | 79% | 0.6% | 19% | -4% | 2%
CCOc1ccc(S(=O)(=O)n2cc(-c3ccc(F)cc3)c(N)n2)cc1 | -5% | i | 5% | -8% | 3%
CCc1ccc(NC(=O)CSc2nc(=O)n(CCCN3CCOCC3)c3c2CCC3)cc1 | 8% | 3.9% | -6% | -2% | 4%
COc1ccc(F)cc1C(=O)C1CCCN(C(=O)c2ccc(C(C)=O)s2)C1 (configuration not stated) | 5% | 1.1% | -6% | -1% | 2%

By substructure, those above with a tert-butyl group
SMILES | M. tuberculosis | VEEV TC-83 Vero | influenza NS1A | M. tuberculosis HTS | Salmonella PhoP GFP | others
COc1ccccc1Oc1ccc(N/C=C/C(=O)C(C)(C)C)cc1 | -9% | 1.2% | 2% | 5% | -3%
CCn1c(SCC(=O)C(C)(C)C)nnc1-c1ccccc1OC | 26% | 0.1% | 1% | 4% | -9%
CC(C)(C)c1ccc(CSc2nc(N)cc(=O)[nH]2)cc1 | 32% | i | -8% | 7% | -1%

Other results follow.
SMILES | M. tuberculosis | VEEV TC-83 Vero | influenza NS1A | M. tuberculosis HTS | Salmonella PhoP GFP | others
O=C1/C(=C/c2ccccc2)CCC1C1CCCC1 (configuration not stated) | ? | 1.7% | 9% | 4% | -11%
O=C(NCc1ccccn1)c1ccc(Br)s1 | 46% | i | 28% | -5% | -4%
CC1CN(Cc2nc3c(c(=O)n(C)c(=O)n3C)n2Cc2ccccc2)CC(C)O1 (configuration not stated) | -6% | 1.6% | -4% | -1% | 8%
COC(=O)c1ccc(NC(=O)C23CC4CC(C2)CC(n2cnc(Cl)n2)(C4)C3)cc1 | 22% | 1.7% | -6% | 12% | -1%
O=C(COC(=O)c1ccc[nH]c1=O)NC1CCCCCC1 | 12% | 0.2% | 7% | -9% | -8%
O=C(NCc1ccccn1)C(=O)NN=C1CCCCCCCCCCC1 | -10% | 0.7% | 4% | -12% | -3% | VEEV TC-83 Vero 10K pilot screen=1.3
C=CCOC(=O)C(C#N)c1nc2ccccc2nc1N1CCCC1 (configuration not stated) | 12% | 1.7% | 1% | 0% | -7%
O=c1cc(-c2ccc(O)c(O)c2)oc2cc(O[C@@H]3O[C@H](CO)[C@@H](O)[C@H](O)[C@H]3O)cc(O)c12 | -18% | 1.0% | -1% | 1% | . | VEEV TC-83 Vero 10K pilot screen=1.7
CCSc1nnc(NC(=O)C2CC2c2ccccc2)s1 (configuration not stated) | -12% | 0.5% | 23% | 16% | -5%
COc1ccc(C(=O)/C=C/c2ccc(N3CCCCC3)c([N+](=O)[O-])c2)cc1 | 75% | 2.0% | 2% | ? | -6%
COCCN=C1Sc2nc3cc4c(cc3cc2CN1CC1CCCO1)OCO4 (configuration not stated) | -2% | 1.1% | -4% | 1% | -14%
Cc1cc(SCC(=O)Nc2ccc3[nH]c(=O)[nH]c3c2)nc2ccccc12 | -11% | 0.9% | 0% | 1% | .
CC1CC(C)(C)Nc2ccc(OC(=O)c3ccco3)cc21 (configuration not stated) | 15% | 8.4% | -11% | 6.3µM* | -12%
Cc1cccc(-n2c(O)c(/C=C3/C(c4ccccc4)=Nc4ccccc43)c(=O)[nH]c2=O)c1 | 38% | 8.0% | 15% | 5% | -3%
O=C(N/N=C/c1ccc(-c2cccc([N+](=O)[O-])c2)o1)[C@H]1C[C@@H]1c1ccccc1 | 40% | 1.6% | -5% | -2% | 6%
CC(C)OC(=O)CSc1nc(Cc2cccs2)nc2ccccc12 | 56% | i | -6% | 8% | -6%
CCOc1ccc2nc(NC(=O)c3ccc(C)o3)sc2c1 | 27% | 6.0% | 11% | 4% | 11%
CC(C)CCN1C(=O)c2cccc3c(N)ccc(c23)C1=O | 11% | 3.8% | -27% | 13% | -290%
CCCC1CCc2[nH]nc(C(=O)NN)c2C1 (configuration not stated) | 3% | 1.6% | 0% | -3% | -8%
COc1ccc(CCN2C(=O)CC(N3CCN(C/C=C/c4ccccc4)CC3)C2=O)cc1OC (configuration not stated) | 19% | 3.4% | -6% | -7% | 6%
COc1c(F)c(F)c(C(=O)O)c(Nc2cccc(C)c2)c1F | 11% | 3.0% | . | 3% | 4%
